esBAF inh – SWI/SNF esBAF complex inhibition | reporter increase, % at 12.5 µM | mouse ES cells, Bmi1-luciferase knock-in reporter, 24 h; 100% = twice the neutral-well signal | actives 2% (n = 350,000); in the data active = activation above about 40%; inconclusive = no clear call, values can overlap the other calls;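 note: 0% = median of the plate's neutral control wells and 100% = double that signal; a rise in the Bmi1 reporter signal indicates esBAF inhibition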
SIRT5 block – blocks human SIRT5 desuccinylation of peptide. Q9NXA8. Purified SirT5, succinyl-peptide AMC, trypsin-coupled fluorescence. inhibition, % at 15 µM. actives 1.1% (n = 330,000). AID 652115; in the data active = inhibition above about 15%; inconclusive = no clear call, values can overlap the other calls
Target sequence (Q9NXA8 whole entry, looked up): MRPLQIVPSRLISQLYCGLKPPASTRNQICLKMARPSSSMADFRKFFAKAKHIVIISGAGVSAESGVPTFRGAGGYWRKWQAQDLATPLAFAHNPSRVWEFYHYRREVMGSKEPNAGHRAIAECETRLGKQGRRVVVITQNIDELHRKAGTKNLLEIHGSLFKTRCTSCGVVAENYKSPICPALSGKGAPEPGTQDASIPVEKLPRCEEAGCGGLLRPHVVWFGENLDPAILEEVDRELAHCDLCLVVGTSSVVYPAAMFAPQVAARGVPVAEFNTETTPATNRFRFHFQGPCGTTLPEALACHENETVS
ERp5 block – blocks human ERp5 reductase activity on insulin; Q15084; ERp5 insulin aggregation, absorbance 650 nm, 90 min; inhibition, % at 9.99 µM; actives 0.05% (n = 350,000); AID 651711;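 active = mean replicate inhibition above about 25%, with every replicate also reaching it, limit read from the data, passing the limit was not always enough; inconclusive = only one of those two criteria met; inactive = neither criterion met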
Target sequence (Q15084 whole entry, looked up): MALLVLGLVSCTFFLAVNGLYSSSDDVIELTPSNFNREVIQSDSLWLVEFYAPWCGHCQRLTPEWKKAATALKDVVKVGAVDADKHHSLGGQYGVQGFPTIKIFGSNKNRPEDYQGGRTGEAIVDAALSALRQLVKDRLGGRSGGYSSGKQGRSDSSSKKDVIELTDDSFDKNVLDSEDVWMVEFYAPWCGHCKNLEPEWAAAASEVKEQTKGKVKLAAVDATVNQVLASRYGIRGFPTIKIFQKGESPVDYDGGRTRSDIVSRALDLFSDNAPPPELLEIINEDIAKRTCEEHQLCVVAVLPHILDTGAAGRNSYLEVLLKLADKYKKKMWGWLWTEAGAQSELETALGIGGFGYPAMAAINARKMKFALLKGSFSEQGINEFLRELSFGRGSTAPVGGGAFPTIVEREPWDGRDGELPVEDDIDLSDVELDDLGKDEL
C2C12 statin – suppression of simvastatin myotoxicity; C2C12 myotubes + simvastatin, ATP luminescence, 48 h; scaled: DMSO 0, geranylgeraniol control 100; rescue of ATP level, % at 7.49 µM; actives 0.78% (n = 330,000); AID 602340;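 active = mean ATP rescue above about 67%, or every replicate alone reaching that limit, limit read from the data, passing the limit was not always enough; inconclusive = no clear call, values can overlap the other calls; inactive = mean under the limit and some replicate under it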;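 note: myotubes were challenged with 10 µM simvastatin during compound exposure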
ARNT-TACC3 inh – disrupts binding between human ARNT and TACC3; Q9Y6A5; AlphaScreen His-ARNT PAS-B/GST-TACC3 binding, luminescence; TACC3 fragment carries E629A point mutation; inhibition, % at 9.99 µM; actives 0.66% (n = 390,000); AID 623870;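 active = mean inhibition of replicates at least 50% and at least half of replicates each reaching 50%; inconclusive = half or more replicates reach 50% but mean below 50%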;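 note: 0% = complete ARNT plus TACC3 wells and 100% = ARNT alone without TACC3; many hits fall short of the cut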
miR-122 sensor – miR-122 inhibition in Huh7 cells; actives 0.3% (n = 340,000); activation (reporter increase), % at 12.5 µM; Huh7 miR-122 Renilla luciferase sensor, 48 h; neutral wells = 0, positive control = 100;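 active = mean replicate activation score at least 90 and every replicate individually at or above 90; inconclusive = only one of the two criteria met; inactive = neither criterion met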;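 note: higher luciferase means less miR-122 activity so hits act as miR-122 inhibitors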
Cneo AK release – causes C. neoformans cell lysis; AID 651654; actives 0.2% (n = 360,000); lysis activity, % at 15 µM; adenylate kinase release luminescence, 4 h; normalised: neutral wells 0, clomiphene wells 100;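 active = mean lysis activity across replicates of at least 80%, whatever share of replicates individually reach that level; inactive = mean lysis activity below 80%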
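Material – Cryptococcus neoformans yeast cells · Quantity – 5 × 10^6 yeast cells/mL · Buffer or medium – YPD medium · Compound – single dose · Timing – 4 h static compound exposure, 37 °C, read 1 h post-reagent · Signal – adenylate kinase release luminescence · Read-out basis – lysis from increased AK signal · Benchmarks – Clomiphene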
* = called active by the depositor; & = joins results of further samples; [ ] = another dose, or the depositor's remark. Rows are unselected; any-hit rate near 4%.

Screening CCOc1cc(/C=N/NC(=O)c2c(C)nc3ccc(Cl)cn23)ccc1O returned esBAF inh 1, SIRT5 block 2, ERp5 block -7, C2C12 statin -4, miR-122 sensor -2 and Cneo AK release -1.
CN(C)S(=O)(=O)c1cc(NC(=O)COC(=O)Cc2cccc3ccccc23)ccc1Cl was read as SIRT5 block 0, ERp5 block inconclusive and ARNT-TACC3 inh -6.
CCNC(=O)C[C@H]1CC[C@@H]2[C@@H](COc3ccc(NC(=O)Nc4cccc(OC)c4)cc3C(=O)N2C)O1 was read as esBAF inh 3, C2C12 statin 23, ARNT-TACC3 inh 21, miR-122 sensor 13[16.7 µM] and Cneo AK release -5.
For Cc1cccc(N=C(N2CCOCC2)P(=O)(N2CCOCC2)N2CCOCC2)c1 the results were esBAF inh -11, C2C12 statin 5, ARNT-TACC3 inh 1, miR-122 sensor -4 and Cneo AK release -6.
Screening CN1OC[C@@H]2CN(Cc3ccc(Cl)cc3)[C@H](c3cccc(Br)c3)C[C@@H]21 returned esBAF inh -6, SIRT5 block -2, ERp5 block -5, C2C12 statin -3, ARNT-TACC3 inh -1, miR-122 sensor -6 and Cneo AK release 0.
Screening Cc1ccc(S(=O)(=O)N(CC(=O)N2CCC(C(N)=O)CC2)c2cccc(C(F)(F)F)c2)cc1 returned esBAF inh -5, C2C12 statin -1, ARNT-TACC3 inh 0, miR-122 sensor 2 and Cneo AK release -1.
`CSc1nc2ccccc2cc1/C=C(\C#N)c1cccc(Cl)c1` gave esBAF inh -17, C2C12 statin -7, ARNT-TACC3 inh 4, miR-122 sensor 3 and Cneo AK release 0.
CCCCn1c(N)c(N(CCC(C)C)C(=O)c2ccccc2C)c(=O)[nH]c1=O was read as esBAF inh 4, SIRT5 block 2, ERp5 block 0, C2C12 statin 29, ARNT-TACC3 inh -4 and Cneo AK release -7.
FC(F)(F)c1cccc(NC(=S)NCC(c2cccnc2)N2CCOCC2)c1 (stereo unspecified) was read as SIRT5 block -3, ERp5 block -1 and ARNT-TACC3 inh -3.
Screening C[C@H](CO)N1C[C@H](C)[C@@H](CN(C)C(=O)OCc2ccccc2)OCc2cn(nn2)CCCC1=O returned esBAF inh 6&3, SIRT5 block -2&-3, ERp5 block 0&1, C2C12 statin 1&-18, ARNT-TACC3 inh -3, miR-122 sensor -1 and Cneo AK release 0&-3.
For O=C(Nc1ccccc1F)N1C[C@H]2[C@@H](c3ccccc31)[C@@H](CO)N2C(=O)c1ccccn1 the results were esBAF inh 12, SIRT5 block 10, ERp5 block 0, C2C12 statin -16, ARNT-TACC3 inh 2, miR-122 sensor 28[16.7 µM] and Cneo AK release 10.
`COCCCNC(=O)CNC(=O)c1nn(-c2ccc(OC)c(Cl)c2)c(=O)c2ccccc12` gave SIRT5 block 17*, ERp5 block -3 and ARNT-TACC3 inh -6.
For CCCCN(C(=O)Cn1nnc2ccccc21)C(C(=O)NCCOC)c1cccs1 (stereo unspecified) the results were esBAF inh 0, C2C12 statin 6, ARNT-TACC3 inh 10, miR-122 sensor 2 and Cneo AK release 1.
Screening C[C@@H]1CN([C@@H](C)CO)C(=O)Cc2cc(NC(=O)Nc3ccc(F)cc3)ccc2O[C@H]1CN(C)Cc1ccc(-c2ccccc2)cc1 returned esBAF inh -1, SIRT5 block -4, ERp5 block -1, C2C12 statin 20, ARNT-TACC3 inh 6, miR-122 sensor 3[16.7 µM] and Cneo AK release -2.
C[C@@H]1CN([C@H](C)CO)C(=O)c2ccccc2-c2ccccc2CO[C@@H]1CN(C)C(=O)Nc1ccnc(N2CCOCC2)c1 was read as esBAF inh -2, SIRT5 block -8, ERp5 block -3, C2C12 statin -4, ARNT-TACC3 inh 5 and Cneo AK release -1.
`O=C1CSC2(N1)C1CC3CC(C1)CC2C3` (stereo unspecified) gave esBAF inh -4, SIRT5 block -1, ERp5 block 2, C2C12 statin 0, ARNT-TACC3 inh 1, miR-122 sensor -3 and Cneo AK release -1.
CN(C)CCCOC(=O)c1cc2ccccc2o1 was read as esBAF inh -3, C2C12 statin 7, ARNT-TACC3 inh 0, miR-122 sensor 1 and Cneo AK release 1.
O=C(N[C@H]1C=C[C@@H](CC(=O)N2CCc3ccccc3C2)O[C@H]1CO)C1CC1 was read as esBAF inh -1, SIRT5 block 2, ERp5 block -1, C2C12 statin 11, ARNT-TACC3 inh 12 and Cneo AK release 9.
Screening Cc1cc(CN(C)C(=O)CCc2nnc(Cc3cccc(C(F)(F)F)c3)o2)on1 returned SIRT5 block -3, ERp5 block -1 and ARNT-TACC3 inh 0.
`Cc1ccc(NC(=O)c2cnc3ccccc3n2)cc1C` gave esBAF inh 32, SIRT5 block 0, ERp5 block -1, C2C12 statin -10 and ARNT-TACC3 inh 3.
Cc1ccc2nc(CCc3nc4ccc(C)cc4[nH]3)[nH]c2c1 was read as esBAF inh 1, SIRT5 block -2, ERp5 block 2, C2C12 statin -15, ARNT-TACC3 inh 6, miR-122 sensor -2 and Cneo AK release 2.
CCN(CC)P(=O)(/C(Cl)=C\Nc1c(C)n(C)n(-c2ccccc2)c1=O)N(CC)CC was read as esBAF inh 0, C2C12 statin -1, ARNT-TACC3 inh -9, miR-122 sensor -6 and Cneo AK release 0.
`CCOC(=O)C1CCN(S(=O)(=O)c2ccc(C(=O)OC)cc2)CC1` gave esBAF inh 1, SIRT5 block 0, ERp5 block 1, C2C12 statin 6, ARNT-TACC3 inh -16, miR-122 sensor -2 and Cneo AK release 1.
Screening Cc1cc(C)c(NC(=O)C2CC(=O)N(C(C)C)C2)c(C)c1 (stereo unspecified) returned esBAF inh -4, SIRT5 block -3, ERp5 block 5, C2C12 statin 18, ARNT-TACC3 inh 0 and Cneo AK release -1.
Screening O=C(c1ccc(N2CCCC2=O)cc1)N1CCN(c2ccc(Cl)cc2)CC1 returned esBAF inh 7, SIRT5 block 4, ERp5 block 7, C2C12 statin 11, ARNT-TACC3 inh -6 and Cneo AK release 2.
`COc1ccc(Cc2nnc(NC(=O)Nc3ccccc3)s2)cc1OC` gave esBAF inh -7, SIRT5 block -7, ERp5 block 2, C2C12 statin 1, ARNT-TACC3 inh -7, miR-122 sensor -3 and Cneo AK release 3.
For Cc1ccccc1NC(=O)c1cc2c(C)nc3ccccc3c2o1 the results were esBAF inh -9, ERp5 block 3, C2C12 statin -1, miR-122 sensor -4 and Cneo AK release -2.
`COc1ccccc1CNC(=O)CN1CCN(Cc2ccc(Cl)cc2)C1=O` gave esBAF inh -5, SIRT5 block -3, ERp5 block -4, C2C12 statin 19, ARNT-TACC3 inh 3, miR-122 sensor 6 and Cneo AK release 5.
`COc1cc(C)ccc1N(CCCN1C(=O)c2cccc3cccc(c23)C1=O)C(=O)c1cccs1` gave ARNT-TACC3 inh -1, miR-122 sensor -7 and Cneo AK release -1.
CC1(C)CCCC2=C1CC1C(=O)N(O)C(=O)C1C2 (stereo unspecified) was read as esBAF inh 0, C2C12 statin 10, miR-122 sensor -5 and Cneo AK release 3.
O=C1OCCC1Sc1nc2ccccc2n1Cc1ccccc1 (stereo unspecified) was read as esBAF inh -7, C2C12 statin 0, ARNT-TACC3 inh -4, miR-122 sensor -1 and Cneo AK release -7.
C[C@H](CO)N1C[C@H](C)[C@@H](CN(C)C(=O)c2cccnc2)Oc2cc(/C=C/c3ccccc3)ccc2S1(=O)=O was read as esBAF inh 1, SIRT5 block 9, ERp5 block 9, ARNT-TACC3 inh -3, miR-122 sensor -11[16.7 µM] and Cneo AK release 7.
For COC(=O)C(Cc1csc2ccc(Cl)cc12)NC(=O)c1ccc(Cl)cc1 (stereo unspecified) the results were esBAF inh 5, SIRT5 block -7, ERp5 block 6, C2C12 statin 10 and ARNT-TACC3 inh -3.
COCCCNC(=S)Nc1ccc(N2CCCCC2)cc1 was read as esBAF inh 8, SIRT5 block -1, ERp5 block -6, C2C12 statin -7, ARNT-TACC3 inh 4, miR-122 sensor 8 and Cneo AK release 0.
CC(C)CCC(O)(CCC(C)C)C(=O)NN1CCCCC1 was read as esBAF inh -12, C2C12 statin -1, ARNT-TACC3 inh 2 and miR-122 sensor -21.
For CCOc1ccc(S(=O)(=O)N2CCCCC2)cc1NC(=O)C1=COCCO1 the results were esBAF inh -3, SIRT5 block 2, ERp5 block -1, C2C12 statin 5, miR-122 sensor -6 and Cneo AK release -1.
For Nc1c(Cl)ncnc1N1CCOCC1 the results were esBAF inh -1, C2C12 statin -2, ARNT-TACC3 inh -16 and Cneo AK release 4.
COc1ccc(CN(C)C[C@H]2OCCCC[C@@H](C)Oc3ccc(NC(=O)c4ccncc4)cc3C(=O)N([C@H](C)CO)C[C@H]2C)cc1 was read as esBAF inh -5, SIRT5 block -2, ERp5 block 2, ARNT-TACC3 inh 6, miR-122 sensor -1[16.7 µM] and Cneo AK release 44.
Cc1cc(=O)n2ncnc2n1COCCO was read as esBAF inh -5, C2C12 statin -8, ARNT-TACC3 inh -3, miR-122 sensor -3 and Cneo AK release 5.
CC1(C)CC(=O)C2=C(C1)OC(c1ccc(O)cc1)C(C#N)=C2N (stereo unspecified) was read as esBAF inh -9, ERp5 block 6, C2C12 statin -13, ARNT-TACC3 inh -1, miR-122 sensor 0 and Cneo AK release 0.
For COC(=O)C1=C(C)N(c2ccc(OC)cc2)C(C)=C(C(=O)OC)C1c1ccc(OC)cc1 the results were esBAF inh -7, SIRT5 block 2, ERp5 block 3, C2C12 statin -1, miR-122 sensor -4 and Cneo AK release -1.
CCS(=O)(=O)N1[C@H](C#N)[C@H](c2ccc(C#CC(C)C)cc2)[C@@H]1CO was read as esBAF inh 2, SIRT5 block 0, ERp5 block 4, C2C12 statin -8, ARNT-TACC3 inh 25 and Cneo AK release -2.
For COc1ccc(N(C)S(=O)(=O)c2cccc(C(=O)OCC(=O)N3CC(C)CC(C)C3)c2)cc1 (stereo unspecified) the results were SIRT5 block -6, ERp5 block -12, C2C12 statin 3, ARNT-TACC3 inh 1, miR-122 sensor -6 and Cneo AK release 0.
Screening Cc1cc(/C=C2\SC(=S)NC2=O)c(C)n1C returned esBAF inh 11, SIRT5 block 1, ERp5 block -2, C2C12 statin -6, ARNT-TACC3 inh 18, miR-122 sensor -2 and Cneo AK release 0.
Screening CCN(Cc1ccncc1)C(=O)c1cc(Br)cc(Br)c1O returned esBAF inh -5, SIRT5 block 0, ERp5 block 4, C2C12 statin -5, ARNT-TACC3 inh 34, miR-122 sensor 7 and Cneo AK release 0.
Screening O=C(CSc1cn(CCNC(=O)c2cccs2)c2ccccc12)NCC1CCCO1 (stereo unspecified) returned esBAF inh 5, SIRT5 block 5, ERp5 block -14, C2C12 statin 0, ARNT-TACC3 inh 3, miR-122 sensor 3 and Cneo AK release 0.
Screening CC1CCN(c2nc(-c3ccncc3)nc3ccccc23)CC1 returned esBAF inh -10, C2C12 statin -12, miR-122 sensor 16 and Cneo AK release -1.

A section of the results above, for reference:
Screening Cc1cc(/C=C2\SC(=S)NC2=O)c(C)n1C returned esBAF inh 11, SIRT5 block 1, ERp5 block -2, C2C12 statin -6, ARNT-TACC3 inh 18, miR-122 sensor -2 and Cneo AK release 0.
Screening CCN(Cc1ccncc1)C(=O)c1cc(Br)cc(Br)c1O returned esBAF inh -5, SIRT5 block 0, ERp5 block 4, C2C12 statin -5, ARNT-TACC3 inh 34, miR-122 sensor 7 and Cneo AK release 0.
Screening O=C(CSc1cn(CCNC(=O)c2cccs2)c2ccccc12)NCC1CCCO1 (stereo unspecified) returned esBAF inh 5, SIRT5 block 5, ERp5 block -14, C2C12 statin 0, ARNT-TACC3 inh 3, miR-122 sensor 3 and Cneo AK release 0.
Screening CC1CCN(c2nc(-c3ccncc3)nc3ccccc23)CC1 returned esBAF inh -10, C2C12 statin -12, miR-122 sensor 16 and Cneo AK release -1.

Screening results deposited in PubChem BioAssay by Broad Institute.
